IDE cell activ = human IDE activators in live cells, primary screen, fluorescence polarization, HEK cells, FAbeta-B substrate | Insulin-degrading enzyme (Homo sapiens), P14735 | FAbeta-B cleavage; 0% vehicle, 100% cell-free pure enzyme wells | activation, % at 5.96 µM | 340,000 tested, 0.073% active;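 active = activation above the mean of all tested compounds plus 3 SD, set per screening campaign, cut at about 17% in these data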
HCV NS3 hel inh = inhibitors of HCV NS3 helicase, primary screen, biochemical, Cy5 molecular beacon fluorescence; AID 1800, 2009; 290,000 tested, 0.56% active; Hepatitis C virus NS3 helicase; inhibition, % at 10.9 µM; NS3 helicase DNA unwinding;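 active = inhibition above the mean of all tested compounds plus 3 SD, set per campaign, cut at about 35% in these data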;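 note: 0% = DMSO wells and 100% = thioflavine S control wells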
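Test system: hepatitis C virus NS3 helicase domain fragment enzyme. Also added: annealed dual-labelled DNA beacon duplex, ATP-started. Timing: 60 min unwinding reaction at 25 °C after ATP addition. Technique: Cy5 fluorescence. Measure: % inhibition of unwinding.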
VIM-2 inhibitor = VIM-2 metallo-beta-lactamase inhibitors, primary screen, biochemical, epi-absorbance readout, Pseudomonas aeruginosa enzyme; purified VIM-2, nitrocefin hydrolysis, epi-absorbance fluorescence; inhibition, % at 5.6 µM; 290,000 tested, 0.89% active; AID 1527, 2009;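 active = inhibition above the mean of all tested compounds plus 3 SD, cutoff set per screening run, cut at about 7.5% in these data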;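 note: red hydrolysis product quenches plate fluorescence so inhibitors raise well fluorescence; 0% = enzyme with DMSO and 100% = DMSO without enzyme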
IMP-1 inh = IMP-1 metallo-beta-lactamase inhibitors, primary screen, biochemical, epi-absorbance readout, Pseudomonas aeruginosa enzyme | inhibition, % at 5.6 µM | purified IMP-1, nitrocefin hydrolysis, epi-absorbance fluorescence | 290,000 tested, 0.45% active | AID 1556, 2009;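 active = inhibition above the mean plus 3 SD of all compounds in the same screening run, cut at about 4.5% in these data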;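 note: 0% = IMP-1 with DMSO and 100% = DMSO wells lacking enzyme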
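Material – recombinant IMP-1 enzyme, purified · Amount – IMP-1 0.2 nM before substrate addition · Medium – HEPES buffer pH 7.1 with ZnSO4 and Brij 35 · Timing – 25 °C, 15 min preincubation, 25 min reaction · Measured by – plate fluorescence quenching by hydrolysis product, ex 480/em 530 nm · Read-out – percent enzyme inhibition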
UBC9 SUMO inh = inhibitors of in vitro SUMOylation cascade, primary screen, biochemical, HTRF, uHTS; HTRF SUMOylation assay, SAE1/SAE2 + UBC9; inhibition, % at 35 µM; 290,000 tested, 0.36% active; in the data active = inhibition above about 50%, passing the limit was not always enough; note: strong numbers were not always called active
FID counter = compounds displacing fluorescent DNA intercalator, primary screen, artefact control for HCV NS3 helicase inhibitor project, biochemical, FID fluorescence; DNA fluorescent intercalator displacement; AID 1845, 2009; 290,000 tested, 0.17% active; inhibition, % at 7.9 µM; in the data active = inhibition above about 37%;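 note: 0% = vehicle and 100% = reference compound; higher means more ethidium bromide displaced from hairpin DNA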
PHOSPHO1 block = PubChem AID 1565 | Phosphoethanolamine/phosphocholine phosphatase (Homo sapiens), Q8TCT1 | 290,000 tested, 1.1% active | inhibition, % at 13.3 µM | recombinant PHOSPHO1, absorbance phosphatase assay; in the data active = inhibition above about 60%
MEKK3 PB1 HTS = modulators of MEKK3-MEK5 PB1 binding, primary screen, biochemical, wildtype MEKK3, multiplex bead flow cytometry, Alexa488-MEK5; bead-based flow cytometry, Alexa488-MEK5 binding to MEKK3; actives lie on both sides; 0 = blocked by unlabeled MEK5, 100 = vehicle; binding response (% of control), % at 10 µM; 290,000 tested, 1.4% active; AID 1529, 2009;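 active = binding response more than 3 SD above or below the average of its plate-row segment, actives on both sides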;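 note: Alexa488 bead fluorescence after subtracting the streptavidin-only scavenger bead signal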
p-CIP stab down = p/CIP-EGFP fusion destabilizers, primary screen, fluorescence, F442A cells; Q05BA5; 16 h; decrease of EGFP signal, % at 10 µM; 290,000 tested, 0.01% active;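 active = EGFP signal decrease of at least 30% at 10 µM or well 3 SD below plate mean, unless failing retest; inactive = the rest, including hits failing retest or dose response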; note: some compounds called inactive have numbers as strong as hits; many of its hits are not listed in these tables
Target sequence (Q05BA5 1-1403): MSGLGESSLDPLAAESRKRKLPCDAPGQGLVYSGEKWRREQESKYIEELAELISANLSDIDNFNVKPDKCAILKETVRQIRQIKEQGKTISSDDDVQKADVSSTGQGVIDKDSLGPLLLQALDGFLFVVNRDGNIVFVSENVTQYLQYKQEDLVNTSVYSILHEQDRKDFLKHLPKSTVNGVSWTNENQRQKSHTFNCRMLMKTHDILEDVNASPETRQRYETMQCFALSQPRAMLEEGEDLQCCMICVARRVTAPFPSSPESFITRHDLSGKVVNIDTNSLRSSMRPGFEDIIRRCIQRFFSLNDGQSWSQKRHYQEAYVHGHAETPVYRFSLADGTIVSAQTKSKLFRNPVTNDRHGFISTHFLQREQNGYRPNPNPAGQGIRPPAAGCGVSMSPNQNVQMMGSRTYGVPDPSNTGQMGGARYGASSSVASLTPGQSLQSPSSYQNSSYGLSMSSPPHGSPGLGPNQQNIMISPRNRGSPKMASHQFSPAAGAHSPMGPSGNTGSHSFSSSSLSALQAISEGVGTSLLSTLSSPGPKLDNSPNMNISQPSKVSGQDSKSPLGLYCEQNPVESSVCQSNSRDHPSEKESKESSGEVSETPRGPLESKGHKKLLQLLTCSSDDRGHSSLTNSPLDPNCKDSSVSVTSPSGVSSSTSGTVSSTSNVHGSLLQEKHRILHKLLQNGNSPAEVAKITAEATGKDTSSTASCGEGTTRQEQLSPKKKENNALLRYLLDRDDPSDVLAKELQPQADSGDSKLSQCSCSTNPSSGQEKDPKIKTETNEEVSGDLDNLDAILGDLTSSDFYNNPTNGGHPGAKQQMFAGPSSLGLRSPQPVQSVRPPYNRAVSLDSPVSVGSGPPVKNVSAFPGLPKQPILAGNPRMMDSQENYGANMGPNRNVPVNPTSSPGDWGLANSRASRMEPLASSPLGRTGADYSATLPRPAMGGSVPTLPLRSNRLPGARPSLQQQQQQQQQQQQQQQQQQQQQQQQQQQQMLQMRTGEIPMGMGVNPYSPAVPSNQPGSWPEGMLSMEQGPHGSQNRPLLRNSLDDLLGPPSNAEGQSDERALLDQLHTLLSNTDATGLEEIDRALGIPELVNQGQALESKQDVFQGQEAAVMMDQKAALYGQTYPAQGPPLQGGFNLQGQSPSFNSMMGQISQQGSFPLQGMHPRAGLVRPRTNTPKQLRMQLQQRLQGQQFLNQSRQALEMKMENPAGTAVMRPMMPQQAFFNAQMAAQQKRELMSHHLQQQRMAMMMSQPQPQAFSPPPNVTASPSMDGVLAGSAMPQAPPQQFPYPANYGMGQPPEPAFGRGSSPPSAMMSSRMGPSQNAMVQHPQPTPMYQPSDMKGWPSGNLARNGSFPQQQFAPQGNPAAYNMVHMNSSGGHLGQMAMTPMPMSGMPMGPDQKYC
An asterisk follows results filed as active; · = no result given.

Values in the order: IDE cell activ, HCV NS3 hel inh, VIM-2 inhibitor, IMP-1 inh, UBC9 SUMO inh, FID counter, PHOSPHO1 block, MEKK3 PB1 HTS, p-CIP stab down
> O=C(Nc1ccc(C(F)(F)F)cc1)C1CCN(S(=O)(=O)c2ccc(N3CCCC3=O)cc2)CC1
→ -6, -7, -0.7, 1.8, -16, -17, -4, 103, -27
> Cc1nnc(N(C)C(=O)Cc2ccc3c(c2)OCO3)s1
→ 5, -10, -1.3, -0.5, -14, 0, -16, 99, 7
> Cc1ccc(S(=O)(=O)Nc2ccc(NC(=O)/C=C/C(=O)O)cc2)cc1
→ -12, -4, -1.8, -4.1, -2, -1, 17, 102, -1
> Cn1c(=O)c2c(nc(CN3CCN(C(=O)c4ccco4)CC3)n2Cc2ccc(Cl)cc2)n(C)c1=O
→ -4, 4, -1.3, -0.9, 15, -39, 21, 100, -3
> Cc1cccc(C)c1N(CC(=O)NCc1ccccc1)C(=O)c1csnn1
→ 2, 3, -0.5, -2.2, -7, -19, 44, 99, 2
> O=C(NCc1ccc(Cl)cc1)c1ccc(N2CCCC2=O)cc1
→ -3, -22, -1.2, -0.8, -6, -20, -12, 90, -6
> COc1cc(C)c(Cl)cc1S(=O)(=O)NC1CC(C)(C)NC(C)(C)C1
→ ·, 5, -2.1, -1.8, 8, 15, 51, 100, -8
> CCC1(NC(C)=O)CC2CC1CC2NC(C)=O (stereo unspecified)
→ -5, 7, -0.6, -2.4, 16, -2, 6, 110, -8
> COc1ccccc1CCNC(=O)CSc1nc(-c2ccco2)cc(C(F)(F)F)n1
→ 0, 2, -4.2, -3.1, 14, -4, 4, 111, -4
> Cc1ccc(-c2nc(CS(=O)(=O)CC(=O)NCCCN3CCOCC3)c(C)o2)cc1
→ 0, 1, -1.3, -0.5, 3, 4, 53, 103, 0
> c1ccc2nc(-c3nc4ccccc4o3)ccc2c1
→ 4, -8, -4.6, -3.7, 30, -5, -1, 101, -3
> CC(C)c1ccc(C2CC(=O)c3cnc(N4CCc5ccccc5C4)nc3C2)cc1 (stereo unspecified)
→ 2, 4, -1.4, -1.1, 16, -2, 43, 102, -6
> CCN(CC)CCN1C(=O)C(=O)/C(=C(/O)c2ccc(S(=O)(=O)N3CCOCC3)cc2)C1c1ccc(C(C)(C)C)cc1 (stereo unspecified)
→ -1, 46*, -1.7, -3.6, -12, -26, 22, 96, -7
> CCN(CC)S(=O)(=O)c1ccc(C(=O)OCC(=O)N2CCOCC2)cc1
→ -1, -5, 0.9, -0.9, 11, -7, 28, 106, -14
> CC1(OC(=O)CCc2ccccc2)C(=O)C=C2C=C3CCCN3C=C2C1=O (stereo unspecified)
→ 8, ·, ·, ·, 27, ·, 26, 88, 5
> O=C(c1cccnc1Cl)N(Cc1ccccc1)Cc1ccccc1
→ 1, 3, -2.0, -0.6, 0, -24, -3, 92, -2
> CC/C(=N\Nc1ccccc1[N+](=O)[O-])c1ccc(O)cc1
→ ·, -9, -5.9, -4.4, -14, 14, 16, 96, 6
> CC1CCCN(C(=O)N2c3ccccc3Sc3ccccc32)C1 (stereo unspecified)
→ 6, -1, -3.8, -2.9, -20, -6, -2, 107, 2
> CCC(C)C(=O)Nn1c(C2CC2)nc2cc(OC)c(OC)cc2c1=O (stereo unspecified)
→ 7, 1, -4.6, -2.6, 9, -1, 2, 97, -14
> CCC(=O)Nc1ccc(C(=O)Nc2ccc3c(c2)C(=O)N(CC2CCCO2)C3=O)cc1 (stereo unspecified)
→ 0, 3, -2.9, -1.6, 35, -10, 9, 100, -4
> CC(C)CN(C(=O)COc1ccc2ccc(=O)oc2c1)C1CCS(=O)(=O)C1 (stereo unspecified)
→ -3, 2, -1.1, -5.1, 2, -20, 12, 108, -10
> COc1ccccc1S(=O)Cc1ccc(C(=O)NC2CCCC2)o1 (stereo unspecified)
→ 1, 3, -2.2, -3.9, 13, -9, 36, 103, -2
> O=C(CCC(=O)N(CC(=O)NC1CCCCC1)c1ccc2c(c1)OCCO2)Nc1ccccn1
→ ·, 10, -1.4, -1.5, 3, -4, -15, 109, 6
> O=C(NCCC(=O)N1CCc2ccccc21)c1ccco1
→ -3, 3, 0.1, -0.3, 16, -5, 40, 101, -16
> Cc1ccc(C)c(NC(=O)CCC(=O)NNC(=O)c2cccc([N+](=O)[O-])c2)c1
→ 0, -4, -1.3, -1.1, 7, -2, 0, 99, 1
> Cc1cc2[nH]c3ccccc3c2c(C)n1
→ 9, 7, -1.6, -1.7, 8, 12, 0, 102, -2
> COc1ccc(/C=C/c2nnc(NC(=O)c3ccco3)s2)cc1
→ ·, 1, -3.1, -2.0, 25, -13, 29, 100, -6
> O=c1c(-c2nnc(SCc3ccc(Cl)cc3Cl)o2)cccn1Cc1ccccc1
→ 2, 1, -7.6, -2.7, 22, -6, 32, 102, -10
> O=C(/C=C/c1ccccc1)NC(=S)NNC(=O)c1cnccn1
→ 1, 3, -2.2, -4.5, -96, -10, -107, 115, -4
> O=C(Cn1nnc(-c2ccc(S(=O)(=O)N3CCCC3)cc2)n1)NCC1CCCO1 (stereo unspecified)
→ -3, 2, -1.8, -3.7, -7, -5, -6, 102, 12
> COc1ccc(C2c3[nH]c4ccccc4c3CCN2Cc2ccoc2)c(F)c1 (stereo unspecified)
→ 4, 13, -1.2, -2.0, 0, -4, 44, 104, -3
> O=C(C1CCCC1)N1CCC(CC2CC(c3ccc(Cl)cc3)=NO2)(C(=O)NCC2CCCCC2)CC1 (stereo unspecified)
→ -1, 0, -2.7, -3.3, 14, -31, -13, 98, -12
> CCN(CC)S(=O)(=O)c1ccc(NC(=O)C2COc3ccccc3O2)cc1 (stereo unspecified)
→ 2, -4, -2.9, -2.9, -5, -15, -28, 103, 6
> N#C/C(=C\c1ccc(Cl)cc1)c1nc(-c2ccco2)cs1
→ 0, 3, -0.8, -0.6, 32, -5, -9, 100, -11
> O=C(O)C(Cc1ccccc1)N1C(=O)C2CCCCC2C1=O (stereo unspecified)
→ 2, -7, -2.1, -2.5, 23, -5, 25, 103, 5
> O=C(CSc1ncccn1)N1CCc2ccccc2C1
→ 1, -12, -4.3, -1.4, 14, 4, 20, 101, -21
> CCOC(=O)c1sc(NC(=O)/C=C/c2ccccc2)nc1C
→ 2, 10, -0.3, -1.9, 43, 1, -13, 91, -10
> COc1cccc(-c2cc(C(F)(F)F)n3nc(N)nc3n2)c1
→ -1, 6, 4.0, -2.0, 21, -2, 11, 105, -8
> O=C(c1ccco1)N1CCN(C(=O)C(c2ccccc2)c2ccccc2)CC1
→ -1, 3, 2.8, -4.0, 1, -20, 10, 101, -18
> COc1cc(NC(=O)Nc2cccc([N+](=O)[O-])c2)cc(OC)c1
→ 7, 2, -2.2, -2.5, -3, 11, 20, 103, -4
> COc1ccc(N=C2CC(C)(C)CC(=O)/C2=C(/O)c2ccccc2)cc1
→ 1, -3, -2.0, -3.0, 5, -25, 51, 103, -11
> Cc1ccccc1-c1nnn(CC(=O)c2ccc(S(=O)(=O)N3CCCC3)cc2)n1
→ -7, 18, 0.9, 2.1, 7, -15, 3, 98, -3
> COc1ccc(NC(=O)Cn2nnc3sc4c(c3c2=O)CC(C)(C)OC4)cc1
→ 9, -5, -0.9, -1.7, 14, -14, 37, 99, 6
> Cn1ncc([N+](=O)[O-])c1C(=O)N/N=C/c1ccc(F)cc1
→ 0, 8, -2.1, -2.5, 11, -3, 2, 113, -3
> Cc1ccccc1CN1CCN(c2nc3ccccc3s2)CC1
→ -8, 1, -1.6, -5.5, -24, -31, 10, 104, -2

An excerpt of these results, tab-delimited.
Structure	IDE cell activ	HCV NS3 hel inh	VIM-2 inhibitor	IMP-1 inh	UBC9 SUMO inh	FID counter	PHOSPHO1 block	MEKK3 PB1 HTS	p-CIP stab down
CCN(CC)S(=O)(=O)c1ccc(C(=O)OCC(=O)N2CCOCC2)cc1	-1	-5	0.9	-0.9	11	-7	28	106	-14
O=C(C1CCCC1)N1CCC(CC2CC(c3ccc(Cl)cc3)=NO2)(C(=O)NCC2CCCCC2)CC1 (stereo unspecified)	-1	0	-2.7	-3.3	14	-31	-13	98	-12
O=C(NCc1ccc(Cl)cc1)c1ccc(N2CCCC2=O)cc1	-3	-22	-1.2	-0.8	-6	-20	-12	90	-6
O=C(O)C(Cc1ccccc1)N1C(=O)C2CCCCC2C1=O (stereo unspecified)	2	-7	-2.1	-2.5	23	-5	25	103	5

(cont.)
Values in the order: IDE cell activ, HCV NS3 hel inh, VIM-2 inhibitor, IMP-1 inh, UBC9 SUMO inh, FID counter, PHOSPHO1 block, MEKK3 PB1 HTS, p-CIP stab down
> COC(=O)c1nc(NC(=O)c2cc(OC)c(OC)c(OC)c2)n[nH]1
→ 4, 13, -1.8, -1.4, 18, -10, 32, 100, -15
> O=C(O)C1CC(c2cccc(Br)c2)=NO1 (stereo unspecified)
→ 3, -9, -2.1, -2.5, 1, -2, 7, 103, 8
> O=C(c1cc(-c2cccc(O)c2)on1)N1CCN(C(c2ccccc2)c2ccccc2)CC1
→ 5, 13, -1.6, -3.1, -33, 5, 26, 101, -11
> CC(C)(C)c1nc2ccc(NS(=O)(=O)c3ccc(F)c(F)c3F)cc2[nH]1
→ 2, 9, -0.1, -0.6, 13, -5, 28, 103, 4
> O=C(Cn1nc(-c2ccccc2)ccc1=O)Nc1ccc(N2CCN(C(=O)c3ccccc3)CC2)cc1
→ 3, -10, 1.1, 1.0, -2, -50, -29, 98, -3
> COc1ccc(N2CCN(C3CCCN(S(=O)(=O)c4ccccc4)C3)CC2)cc1 (stereo unspecified)
→ 4, 1, -1.8, -0.2, -2, -6, 28, 82, -13
> Cc1cc(C)cc(NC(=O)c2ccc(S(=O)(=O)NCc3cccnc3)cc2)c1
→ 3, -3, -0.8, -2.0, -7, -17, 37, 93, -4
> Cc1cccc(OCc2nnc(SCc3nc4ccccc4c(=O)[nH]3)o2)c1
→ -1, 4, -3.3, 0.7, 24, -6, -4, 98, -12
> CCN1C(=O)/C(=C/N2CCc3ccccc32)SC1=S
→ 4, 0, -0.2, -2.0, 19, -1, 38, 92, 5

Bioassay records (PubChem BioAssay)

Some of the compounds tested; the hit share may differ from the screen's.
